Assay outcomes as filed in PubChem.
POLB inh: qHTS Assay for Inhibitors of DNA Polymerase Beta | 1.3% of 340,000 active | AID 485314, 2010 | Potency, µM (series often up to 114 µM), without a hit: top-dose activity change, negative = inhibition, usual class: inhibitors | Pol beta primer extension/strand displacement, fluorescence kinetic; note: potency is the fitted concentration of half-maximal effect; % is set by controls: 0 for no effect and ±100 for the full control effect
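Curves were derived by four-parameter Hill fits of normalized qHTS data. The kinetic fluorescent primer-extension read was taken at 0 and 10 min after 50 nM substrate, following a 15 min room-temperature preincubation of 10 nM enzyme with compounds.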
ERG-DNA inh: qHTS for Small Molecule Inhibitors of the ERG Ets/DNA interaction; fluorescence polarization, His-ERG Ets domain / labelled DNA; AID 624246, 2012; Transcriptional regulator ERG (Homo sapiens), P11308; Potency, µM (top dose mostly 76.9 µM), for inactives: at the top dose FP activity, negative = inhibition, hits mostly inhibitors; 0.028% of 370,000 active; active = well fitted inhibition curve with a large enough effect in the polarisation, with a control signal flat; inconclusive = small, poorly fitted or top-dose-only effect, or effect the other way, or a change in a side signal; inactive = no such curve, though single readings can be large or run the other way; the % refers to the polarisation;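 note: polarization taken with two DNA probes labelled with fluorescein and Texas red; potency is the fitted concentration of half-maximal effect; % of control where 0% means no effect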
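His-tagged ERG Ets domain (1 uM in the protein solution; 300mM KCl, 50mM Tris-HCl, 1mM EDTA, 1mM DTT, pH 7.5) received compound, then a probe mix of 5 nM fluorescein-DNA and 100nM Texas-615-DNA. Fluorescence polarization was read for both dyes.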
ALOX12 inh: Primary qHTS assay for inhibitors of human arachidonate 12S-lipoxygenase (ALOX12): Round 2. Polyunsaturated fatty acid lipoxygenase ALOX12 (Homo sapiens), P18054. purified 12hLO, xylenol orange hydroperoxide absorbance. Potency, µM (series often up to 108 µM), without a hit: at the highest dose activity change, negative = inhibition, hits mostly inhibitors. 1.1% of 580,000 active. AID 1671190, 2021; note: potency is the fitted concentration of half-maximal effect; % is set by controls: 0 for no effect and ±100 for the full control effect
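Purified human 12hLO (150 nM final) in 25 mM Hepes, 0.01% Triton X-100, pH 7.0 was preincubated 15 min at room temperature with compound. Then 40 uM arachidonic acid was added, 30 min. Hydroperoxide was read by Fe-XO absorbance ratio 573/405 nm.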
Anesthetic bind: qHTS Assay for Identification of Novel General Anesthetics; Potency, µM (titrated, usually from 77.5 µM), without a hit: top-dose activity change, negative = displacement, usual class: inhibitors; 0.074% of 350,000 active; AID 485281, 2010; apoferritin/1-aminoanthracene competitive binding, fluorescence; Ferritin light chain (Equus caballus), P02791; note: potency is the fitted concentration of half-maximal effect; % is set by controls: 0 for no effect and ±100 for the full control effect; nearly all actives have a fitted effect of over 20% in size
Target sequence (P02791 2-175 limits assumed): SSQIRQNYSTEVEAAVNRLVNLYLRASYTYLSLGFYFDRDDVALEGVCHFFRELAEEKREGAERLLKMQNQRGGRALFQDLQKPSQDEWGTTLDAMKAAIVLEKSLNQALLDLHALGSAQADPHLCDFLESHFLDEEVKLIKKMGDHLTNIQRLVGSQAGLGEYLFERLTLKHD
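In PBS, apoferritin at 10 uM is loaded with 1-AMA from a 50% saturated solution. After 10 min of compound exposure at ambient temperature, reduced 535 nm fluorescence indicates probe displacement.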
LDHA inh: qHTS assay for inhibitors of human lactate dehydrogenase. AID 1347041, 2019. L-lactate dehydrogenase A chain (Homo sapiens), P00338. 0.15% of 480,000 active. purified LDHA, NADH/diaphorase-resazurin fluorescence; stronger effect = lower value. activity change, % (values are at about 110 or 230 µM); in the data active = activity change below about -30%; inconclusive = mostly about -25% to -30%;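 note: plate controls were DMSO wells for no effect and wells without enzyme for full effect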
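Enzyme activity of human lactate dehydrogenase 5 (2 nM; 0.06 mM NADH, 0.2 mM pyruvate, 5 min, RT) is measured via a resazurin/diaphorase fluorescence readout of residual NADH.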
Pol kappa inh: qHTS for Inhibitors of Polymerase Kappa | DNA polymerase kappa (Homo sapiens), Q9UBT6 | purified Pol kappa, fluorescent DNA synthesis assay, 10 min | Potency, µM (titrated, usually from 107 µM), inactives show at the highest dose activity, negative = inhibition, usual class: inhibitors | 0.53% of 400,000 active | AID 588579, 2011; note: potency is the fitted concentration of half-maximal effect; % is set by controls: 0 for no effect and ±100 for the full control effect
Target sequence (Q9UBT6 whole entry, looked up): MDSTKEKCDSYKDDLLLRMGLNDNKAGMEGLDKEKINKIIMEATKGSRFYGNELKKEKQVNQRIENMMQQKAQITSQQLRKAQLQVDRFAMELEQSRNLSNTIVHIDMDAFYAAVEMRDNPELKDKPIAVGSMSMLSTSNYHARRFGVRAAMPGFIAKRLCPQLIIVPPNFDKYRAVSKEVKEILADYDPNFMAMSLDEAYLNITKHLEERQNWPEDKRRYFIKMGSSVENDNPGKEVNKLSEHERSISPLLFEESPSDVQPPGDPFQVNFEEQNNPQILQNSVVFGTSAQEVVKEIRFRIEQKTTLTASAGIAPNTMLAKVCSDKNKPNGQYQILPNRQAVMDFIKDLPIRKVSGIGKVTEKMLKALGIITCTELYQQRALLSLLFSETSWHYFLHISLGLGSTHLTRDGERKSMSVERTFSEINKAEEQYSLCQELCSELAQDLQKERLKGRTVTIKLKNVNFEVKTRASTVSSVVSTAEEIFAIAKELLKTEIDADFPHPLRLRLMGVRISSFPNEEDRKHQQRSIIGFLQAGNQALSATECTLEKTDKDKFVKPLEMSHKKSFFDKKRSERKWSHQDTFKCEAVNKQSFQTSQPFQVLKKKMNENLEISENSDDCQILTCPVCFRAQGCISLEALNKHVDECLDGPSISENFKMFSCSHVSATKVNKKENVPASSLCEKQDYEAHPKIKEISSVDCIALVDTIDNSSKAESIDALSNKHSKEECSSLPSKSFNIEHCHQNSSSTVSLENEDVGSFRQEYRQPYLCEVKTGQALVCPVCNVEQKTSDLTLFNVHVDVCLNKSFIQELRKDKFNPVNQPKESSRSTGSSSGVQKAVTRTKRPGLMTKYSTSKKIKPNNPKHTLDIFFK
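Inhibition of 10 nM Pol kappa is measured by a fluorescent read-out at 0 and 10 min following addition of 50 nM substrate (final), with a 15-min room-temperature compound preincubation.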
RGS4 inh: Inhibitors of Regulator of G Protein Signaling (RGS) 4: qHTS; Regulator of G-protein signaling 4 (Homo sapiens), P49798; Transcreener GDP fluorescence polarization, RGS4-accelerated GTP hydrolysis; Potency, µM (highest dose often 114 µM), for the others: top-dose activity change, negative = inhibition, most hits filed as inhibitors; 0.039% of 390,000 active; note: potency is the fitted concentration of half-maximal effect; % is set by controls: 0 for no effect and ±100 for the full control effect; nearly all actives have a fitted effect of over 75% in size; some results filed as inactive show a strong effect at the top dose
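MLSMR compounds (23 nl, pin-transferred) preincubated 10 min at room temperature with a 500nM (2x) first reagent, then RGS4 at 900nM (2x) plus Transcreener GDP mix added; fluorescence polarization (620/688 nm) read before and after 90 min at 30 °C.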
APE1 inh: qHTS Assay for Inhibitors of the Human Apurinic/apyrimidinic Endonuclease 1 (APE1); 0.35% of 350,000 active; Potency, µM (top dose mostly 65.8 µM), for the others: at the top dose activity change, negative = inhibition, usual class: inhibitors; AID 2517, 2012; recombinant APE1, TAMRA/BHQ-2 abasic DNA cleavage fluorescence; DNA repair nuclease/redox regulator APEX1 (Homo sapiens), P27695;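 note: potency is the fitted concentration of half-maximal effect; plate controls were vehicle for no effect and reference inhibitor for full effect; nearly all actives have a fitted effect of over 55% in size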
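Substrate: short duplex with […] THF abasic site, 5'-TAMRA and 3'-BHQ-2, 50 nM final. APE1 at 0.75 nM, preincubated 15 min RT with compound. Fluorescence increase from first to third read measured activity.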
Pol eta inh: qHTS for Inhibitors of Polymerase Eta; Potency, µM (doses to about 114 µM), for the others: top-dose activity change, negative = inhibition, hits mostly inhibitors; 1.2% of 390,000 active; DNA polymerase eta (Homo sapiens), Q9Y253; recombinant Pol eta, fluorescent DNA replication assay; note: potency is the fitted concentration of half-maximal effect; % is set by controls: 0 for no effect and ±100 for the full control effect
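Pol eta (10 nM) was preincubated with compounds for 15 min at room temperature, after which fluorescent replication substrate (50 nM final) was added to start the reaction. Fluorescence was read kinetically at 0 and 10 min.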
Active calls of the source: *; u = inconclusive; x = no result given; & = joins results of further samples; [ ] = another dose, or the depositor's remark. Unless noted, calls come from the whole dose curve; as a rule, active = well fitted curve in the direction sought with a large enough effect; inconclusive = small, poorly fitted or top-dose-only effect, or another doubt; inactive = no such curve, though single readings can be large; an effect the other way counts as inactive or inconclusive. Some of the compounds tested, so the mix of outcomes need not match the whole.

Values in the order: APE1 inh	Anesthetic bind	RGS4 inh	ALOX12 inh	LDHA inh	Pol eta inh	ERG-DNA inh	Pol kappa inh	POLB inh
- Cn1nnnc1Sc1ncnc2scc(-c3cccc(C(F)(F)F)c3)c12
 : 21%	x	-36%	5%	2&5	-11%	x	4%	x
- COCC1CCN(Cc2c(C(=O)N3CCN(C4CCCCC4)CC3)nc3ccccn23)C1 (centres undefined)
 : 12%	-4%	17%	-16%	-3	-7%	-3%	0%	5%
- O=C(C1=C(O)C(=O)N(CC2CCCO2)C1c1ccccc1[N+](=O)[O-])c1ccco1 (centres undefined)
 : 21%	-13%	4%	u	12	-12%	-1%	-13%	8%
- Cc1ccc(CNC(=O)COC(=O)c2cncc(Br)c2)cc1
 : -3%	-9%	u	2%	-1	-15%	-2%	-16%	4%
- CCOc1ccc(/C=C/C(=O)N(CC)CC(=O)Nc2ccc3c(c2)OCCO3)cc1OC
 : 9%	x	-2%	-9%	-3	-19%	-5%	-9%	x
- COc1ccc(C(=O)NCC(=O)OCC(=O)N2CCC(C)CC2)cc1OC
 : -15%	-21%	-12%	-6%	-3	-12%	12%	-9%	23%
- Cc1ccc(-c2cc(C(=O)NC3CCN(Cc4ccccc4)CC3)c3ccccc3n2)cc1
 : -14%	x	32%	-14%	-11	-7%	-2%	-11%	x
- Cc1c(C(=O)O)oc2c(F)cccc12
 : 0%	-1%	18%	-15%	-1	-15%	-6%	-9%	-1%
- O=C(CCN1C(=O)C2CC=C(Cl)CC2C1=O)NCc1ccccc1 (centres undefined)
 : 2%	2%	5%	0%	-4	-19%	1%	-11%	1%
- O=S(=O)(c1ccc(F)cc1)N1CCN(CC(O)COCc2ccccc2)CC1 (centres undefined)
 : x	x	-43%	-13%	-23	-7%	-3%[15.4 µM]	-7%	x
- COc1ccc(CN2C=C3C(=O)C(C)(OC(=O)C4CCCC4)C(=O)C=C3C=C2c2ccsc2)cc1 (centres undefined)
 : 1%[12.4 µM]	5%	-27%	u	7	4%	15%	-34%	-17%
- CCc1cccc(C)c1NC(=O)CCOc1ccccc1
 : 25%	-3%	-4%	24%	3	-10%	8%	-9%	17%
- S=c1nc(-c2ccc(Cl)cc2)[nH][nH]1
 : 8%	1%	u	u	-18	-6%	-2%	0%	2%
- CCCS(=O)(=O)N1CCN(Cc2ccc(OCc3ccccc3)c(OC)c2)CC1
 : x	x	-3%	-37%	-18	0%	x	-11%	x
- CCCc1n[nH]c2c1/C(=N\O)CCC2
 : 3%	18%	32%	-7%	-16	8%	-14%	-5%	-1%
- Cc1ccc2cc(NC(=O)c3ccccc3)ccc2n1
 : 5%	-9%	12%	20%	-9	-8%	-6%	3%	-3%
- COc1ccc(NC(=O)c2cc(-c3cc(C)ccc3O)n[nH]2)cc1Cl
 : 13%	-8%	8%	-1%	-7	0%	13%	-1%	29%
- COC(=O)C1CCCN1S(=O)(=O)c1ccccc1NC(=O)c1cc(OC)c(OC)c(OC)c1 (centres undefined)
 : 0%	-3%	-11%	3%	-10	-3%	-2%	-12%	7%
- Cn1c(=O)n(Cc2ccc(F)cc2)c(=O)c2c1nc1n2CCCN1Cc1ccccc1
 : -2%	-10%	-34%	-2%	-3	-6%	-1%	-7%	-22%
- CC(=O)NC1C(OCc2ccccc2)OC(CO)C(OC(C)=O)C1OC(C)=O (centres undefined)
 : 2%	-9%	-7%	-8%	-4	-15%	-10%	-8%	12%
- COc1cc(C(=S)N2CCOCC2)ccc1O
 : 2%	2%	-27%	-19%	0	-9%	-4%	3%[19.4 µM]	2%
- CCC(C(=O)NCCc1ccc(OC)c(OC)c1)n1nc(C)c2sc3ccccc3c2c1=O (centres undefined)
 : x	164%[activator]	-34%	-15%	-8	-11%	8%	-15%	u
- Cc1cc(/C=C(/C#N)C(=O)O)c(C)n1CCC(C)C
 : 9%	-14%	-4%	-7%	-1	-24%	-1%	-3%	21%
- Oc1ccc(Cc2ccccc2Cl)c(O)c1
 : x	x	16%	u	-6	-20%	-5%	-8%	x
- COc1ccccc1N1CCN(C(=O)CSc2nc(C)c(Cc3ccccc3)c(=O)[nH]2)CC1
 : -7%	-18%	9%	4%	-1	7%	u	-2%	0%
- Cc1nc2ccccn2c1-c1nnco1
 : -2%	-7%	-1%	17%	-6	1%	-9%	-9%	-9%
- O=C(CNCCc1ccc(F)cc1)Nc1cc(F)ccc1F
 : 27%	-1%	-15%	-15%	-13	-25%	8%	-5%	-18%
- O=C(NCc1ccccc1)c1cc(-c2cccs2)on1
 : 0%	-11%	-10%	0%	-1	0%	3%	-2%	15%
- c1ccc(-c2cc(-c3nnc4sc(-c5ccccn5)nn34)[nH]n2)cc1
 : 8%	u	-25%	20%	-10	u	8%	-21%	40µM*
- O=C(Nc1ccc(S(=O)(=O)N2C[C@@H]3C[C@@H](C2)c2cccc(=O)n2C3)cc1)c1ccc(F)cc1
 : 10%	x	-10%	7%	-4	2%	0%	0%	x
- CON(C)c1nc(OCCNC(=O)OCc2ccc(Cl)cc2C)nc(N(C)C)n1
 : 3%	4%	6%	-16%	-8	3%	7%	-4%	10%
- COC(=O)c1ccc2c(c1)N(Cc1cc(C)ccc1C)C(=O)c1ccccc1S2
 : x	1%	2%	-20%	-9	u	1%	-17%[60.1 µM]	2%
- Cc1[nH]c2ccccc2c1C(=O)C(=O)NCCCc1ccccc1
 : 43%[activator]	u	11%	29%	-4	-20%	-15%	4%	5%
- COCCNC(=O)NC(=O)CN1CCN(C(c2ccccc2)c2ccccc2)CC1
 : -6%	-5%	18%	9%	-7	-1%	0%	-15%	-28%
- C=CCn1c(=O)c2c(nc3n2CCCN3Cc2ccccc2)n(C)c1=O
 : 56%[activator]	3%	14%	4%	-2	-4%	0%	-6%	-1%
- COC(=O)c1ccccc1NC(=O)CCCN1C(=O)C(c2ccccc2)Oc2cccnc21 (centres undefined)
 : 1%	-9%&52%	6%&-7%	18%&-5%	2&-2	-17%&-5%	12%&3%	2%&-15%	4%&-6%
- COc1cc(C2C(C(=O)OCCC#N)=C(C)NC3=C2S(=O)(=O)c2ccccc23)cc(OC)c1OC (centres undefined)
 : -5%	-3%	2%	-2%	0	-3%	1%	-13%	0%
- CN(C)/C=N/C(=S)Nc1ccccc1F
 : 0%	-17%	-20%	-84%	-4	-9%	-11%	-6%	5%
- CCCN(CCC)C(=O)Cn1c(=O)n(-c2ccc(OC)cc2OC)c(=O)c2c3c(sc21)CCC3
 : x	-7%	-16%	-23%	0	1%	2%	3%	18%
- CCOC(=O)c1ccc(NC(=O)CCS(=O)(=O)c2ccc(C)cc2)cc1
 : x	-9%	-26%	-26%	0	10%	7%	-3%	17%
- CCOC(=O)c1cc2n(n1)C(C(F)(F)C(F)(F)F)CC(C)N2 (centres undefined)
 : -1%	-8%	-4%	9%	3	-8%	6%	-17%	6%
- Cc1ccc(NC(=O)CSCC(=O)NCCc2ccccc2)cc1
 : -11%	-10%	-18%	9%	1	-22%	9%	-2%	32%
- O=C1ON=C(c2cccc([N+](=O)[O-])c2)/C1=C/c1ccc(O)cc1
 : 0%	-17%	u	7.9µM*	-21	-21%	-2%	-7%	2%
- Cc1ccc(N(C)S(=O)(=O)c2ccc3[nH]c4c(c3c2)CCCC4)cc1
 : x	u	-15%	-29%	5	-17%	5%	-2%	0%
- O=C(COc1ccccc1Cl)N1CCc2ccccc21
 : 3%	u	-1%	u	-5	-13%	-10%	-1%	56%
- COC(=O)c1ccc(NS(=O)(=O)c2ccc(S(=O)(=O)N3CCOCC3)cc2)cc1
 : 30%	x	-2%	136%[activator]	-7	0%	2%	-3%	x
- C=CCOC(=O)C1=C(C)NC(SCC(N)=O)=C(C#N)C1c1cccs1 (centres undefined)
 : 17%	-2%	-31%	-20%	1	u	-5%	-10%	11%
- Cc1cc(NC(=O)CN2C(=O)S/C(=C\c3ccccc3)C2=O)no1
 : 2%	1%	-7%	-18%	-1	-3%	7%	8%	29%
- O=C(CCS(=O)(=O)Cc1ccc(Cl)cc1)NCCCN1CCN(c2ccccc2F)CC1
 : -4%	-21%	-3%	11%	-3	-21%	2%	-4%	-7%
- COc1cc(-c2ccno2)ccc1S(=O)(=O)N1CCN(c2cccc(Cl)c2)CC1
 : x	-8%	10%	u	1	-10%	0%	-14%[60.1 µM]	-1%
- O=C(CSc1nc2ncc(Br)cc2[nH]1)Nc1ccccc1-c1ccccc1
 : -15%	1%	0%[56.9 µM]	2%	-17	-2%	0%	-6%	14%
